Screening data (PubChem)
FEN1 inhibitor = inhibitors of human flap endonuclease 1; P39748; Recombinant FEN1 flap cleavage, fluorescence, 15 min; Potency, µM (highest dose often 114 µM), inactives show at the top dose activity change, negative = inhibition, actives largely listed as inhibitors; 390,000 compounds, 0.35% hits; AID 588795; note: nearly all actives have a fitted effect of over 65% in size
Target sequence (P39748 whole entry, looked up): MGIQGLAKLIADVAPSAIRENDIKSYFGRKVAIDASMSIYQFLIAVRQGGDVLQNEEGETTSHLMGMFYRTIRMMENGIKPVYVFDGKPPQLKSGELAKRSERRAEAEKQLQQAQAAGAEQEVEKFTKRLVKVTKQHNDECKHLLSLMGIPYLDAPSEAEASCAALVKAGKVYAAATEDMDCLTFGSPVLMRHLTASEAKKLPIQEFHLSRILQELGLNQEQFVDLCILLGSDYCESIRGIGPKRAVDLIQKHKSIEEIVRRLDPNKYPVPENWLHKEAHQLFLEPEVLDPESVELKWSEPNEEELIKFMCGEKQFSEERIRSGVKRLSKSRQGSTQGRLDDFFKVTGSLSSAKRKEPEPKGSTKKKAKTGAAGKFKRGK
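Potency values derive from four-parameter Hill fits of normalized qHTS data. The reaction used 10 nM FEN1 preincubated 15 min at room temperature with compound, then 50 nM DNA substrate, read at 0 and 15 min.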
KAT2A inh = blocks human GCN5L2 histone acetyltransferase | Q92830 | GCN5L2 HAT assay, ThioGlo1 CoA-SH fluorescence | 390,000 compounds, 0.21% hits | Potency, µM (highest dose often 58.9 µM), for inactives: at the top dose activity change, negative = inhibition, most hits filed as inhibitors | AID 504327
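Compounds, pin-transferred from DMSO stocks, meet 20nM GCN5L2 for 15 min before the reaction begins with H3(1-25) peptide (75uM) and acetyl-CoA (70uM). Thiol-reactive ThioGlo1 reports CoA release over 20 min at room temperature.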
N370S GC = inhibits or activates N370S mutant glucocerebrosidase | N370S GC spleen homogenate, 4MU-glucoside fluorescence | Potency, µM (doses to about 59.4 µM), inactives show top-dose activity change, negative = inhibition, actives largely listed as inhibitors | AID 2101 | P04062 | 330,000 compounds, 0.092% hits;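 note: 0% = full enzyme activity and -100% = no enzyme basal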
The depositor's hits bear a star; ? = inconclusive; . = not tested or not shown; & = joins results of further samples; [ ] = remark or other dose. Calls come from the whole dose curve; as a rule, active = well fitted curve in the direction sought with a large enough effect; inconclusive = small, poorly fitted or top-dose-only effect, or another doubt; inactive = no such curve, though single readings can be large; an effect the other way counts as inactive or inconclusive. Unless noted, % is set by controls: 0 for no effect and ±100 for the full control effect; potency is the fitted concentration of half-maximal effect.

Preview:
SMILES | FEN1 inhibitor | KAT2A inh | N370S GC
COc1ccc2c(c1)C1(C)CC(C)(C)N2C(=O)N1c1ccccc1 (stereo not drawn) | -14.5% | 4.4% | -15.9%
CCN(CC)CCn1c2ccccc2c2nc3ccc([N+](=O)[O-])cc3cc21 | ? | -0.8% | -1.3%
Cc1noc(NS(=O)(=O)c2ccc(NC(=O)c3ccoc3C)cc2)c1C | -3.4% | -3.2% | 2.4%

The listing (from the top)
SMILES | FEN1 inhibitor | KAT2A inh | N370S GC
COc1ccc2c(c1)C1(C)CC(C)(C)N2C(=O)N1c1ccccc1 (stereo not drawn) | -14.5% | 4.4% | -15.9%
CCN(CC)CCn1c2ccccc2c2nc3ccc([N+](=O)[O-])cc3cc21 | ? | -0.8% | -1.3%
Cc1noc(NS(=O)(=O)c2ccc(NC(=O)c3ccoc3C)cc2)c1C | -3.4% | -3.2% | 2.4%
CC(=O)N1CCN(C(=O)COC(=O)CNC(=O)c2ccccc2C)CC1 | -1.2% | -4.8% | 3.3%
COC(=O)[C@@]12CCCCN1[C@H](c1ccc(SC3CCCCC3)c(OC)c1)[C@@H]1C(=O)N(C)C(=O)[C@@H]12 | -8.7% | -19.3% | 0.5%
O=C(CN1C(=O)c2cccc3cccc1c23)Nc1cccc(F)c1 | -8.0% | -14.5% | .
CSc1ccccc1OCc1cc(C(=O)N2CCCC2c2nonc2C)no1 (stereo not drawn) | -21.0% | -17.4% | -0.8%
CCOc1ccc(OCC)c(NC(=O)CSc2nc3cccnc3n2C)c1 | ? | -12.8% | 5.3%
Cc1cc(C(=O)O)ccc1-c1ccc(/C=N/n2cnnc2)o1 | 15.6% | -15.8% | -0.2%
Cc1cc(NC(=O)CSc2nnc(CNc3ccc(F)cc3)n2C2CCCCC2)no1 | 8.3% | -6.1% | 2.4%
CCOC(=O)c1sc(NC(=S)NC(=O)c2ccccc2Cl)c(C(=O)OCC)c1C | -0.1% | -4.3% | 2.3%
Cc1ccccc1-c1nnc(SCC(=O)Nc2ccc3c(c2)OCCO3)n1N | -1.0% | -5.7% | 16.3%
COc1ccc(OC)c(N(CC(=O)O)S(=O)(=O)c2ccc(OC)c(OC)c2)c1 | -2.3% | 0.8% | -20.8%
Cc1ccc(N=Nc2c(O)c3ccccc3[nH]c2=O)c(S(=O)(=O)N(C)C)c1 | . | 0.7% | -36.2%
CCn1c(SCC(N)=O)nc2c1c(=O)n(C)c(=O)n2C | -8.6% | 2.2% | -0.7%
CCC(=O)Nc1c(C#N)c2nc3ccccc3nc2n1-c1ccccc1C | -12.7% | -7.1% | 6.8%
O=C(COC(=O)c1cn(-c2ccccc2)nc1-c1cccs1)NC1CC1 | 0.0% | 17.6% | -1.7%
O=C(c1c(F)cccc1F)N1CCC(O)(c2ccc(F)cc2)CC1 | -3.6% | ? | -11.7%
O=C(NCc1ccccc1)C1CCN(S(=O)(=O)c2ccc3c(c2)CCCN3C(=O)C2CCC2)CC1 | -11.1% | -2.9% | .
CCN(C(=O)COc1ncnc2sccc12)c1ccccc1 | -4.7% | 1.8% | 2.2%
O=C(OCn1ncc(Br)c(Br)c1=O)c1ccccc1Cl | -3.7% | -3.1% | 5.7%
CCCc1nnc(SCC(=O)N2CCOCC2)n1C | -9.5% | 0.6% | 6.0%
COc1cc2cc(Oc3ccc4ccc(=O)oc4c3)c(=O)oc2cc1OC1OC(COC(=O)CC(C)(O)CC(=O)O)C(O)C(O)C1O (stereo not drawn) | -23.3% | -6.6% | 16.5%
Cc1nnc(SCc2c(Cl)cccc2Cl)s1 | -6.5% | 6.6% | 5.3%
O=C(Nc1ccc(Cl)c(Cl)c1)N1CCC(c2ccccc2)C1 (stereo not drawn) | -12.4% | -1.2% | .

Pulled by compound from the list above:
SMILES | FEN1 inhibitor | KAT2A inh | N370S GC
O=C(c1c(F)cccc1F)N1CCC(O)(c2ccc(F)cc2)CC1 | -3.6% | ? | -11.7%
Cc1cc(NC(=O)CSc2nnc(CNc3ccc(F)cc3)n2C2CCCCC2)no1 | 8.3% | -6.1% | 2.4%

(cont.)
SMILES | FEN1 inhibitor | KAT2A inh | N370S GC
O=C(NC(=O)c1cccc(F)c1)OC[C@@H]1CCCN2CCCC[C@H]12 | 20.1% | -8.3% | -0.4%
COc1ccc(OC)c(N(CC(=O)Nc2cccnc2)S(=O)(=O)c2ccccc2)c1 | -0.4% | -1.9% | -2.3%[12.8 µM]
O=C1OCCC1N1C(=O)c2ccccc2S1(=O)=O (stereo not drawn) | -3.7% | -0.4% | -1.3%
Cc1ccc(OCC(=O)N2CCN(C(=O)c3cccc(F)c3)CC2)cc1 | -3.9% | -7.4% | 1.7%
CCOc1cccc(C(=O)Nc2cccc(C(=O)NCC(C)C)c2)c1 | -1.4% | 0.2% | 4.5%
Cc1ccc(-c2cn3c(n2)SCC3)cc1 | -0.5% | -5.4% | -14.2%
CCOc1ccc(NS(=O)(=O)c2cc(C(=O)N3CC(C)OC(C)C3)ccc2C)cc1 (stereo not drawn) | -1.9% | -6.8% | 0.9%
Cc1ccc2cc3c(nc2c1)OCC3 | 7.4% | -2.1% | -4.0%
C=CCc1cc(Cl)ccc1OCCOCCNC(C)(C)C | -6.0% | 19.1% | -25.1%
COc1ccc(NC(=O)CN(C)C(=O)c2ccc3c(c2)OCCO3)cc1 | -0.5% | -7.6% | 2.6%
Cc1nc(NC(=O)c2cc3ccccc3o2)sc1C | 9.9% | -2.2% | -11.0%
CCCOc1ccc(C(=O)CCC(=O)OCC(=O)N(C)c2c(N)n(Cc3ccccc3)c(=O)[nH]c2=O)cc1 | 9.8% | 0.6% | -3.8%
CCC1S/C(=N/N=C/c2ccco2)NC1=O (stereo not drawn) | 0.6% | -0.8% | -0.2%
CCc1cccc(NC(=O)CCC(=O)N2CCSc3ccccc32)c1 | -2.8%&-18.2% | 3.0%&-4.6% | -21.7%
CCC(=O)CC | . | -5.3% | 0.9%
Cc1ccc(Nc2nnc(SCC(=O)NCC3CCCO3)s2)cc1C (stereo not drawn) | -19.7% | -6.5% | .
O=c1c2ccccc2cnn1Cc1n[nH]c(=S)n1-c1ccc(F)cc1 | -9.4% | 22.3% | 1.9%
O=C(Nc1ccc([N+](=O)[O-])cc1Cl)c1cc(Cl)ccc1O | ? | -18.5% | -28.5%
CCSc1oc(-c2ccc(F)cc2)nc1S(=O)(=O)c1ccc(C)cc1 | 11.8% | -10.3% | .
CCOc1ccc(/C(O)=C2/C(=O)C(=O)N(c3ncccn3)C2c2ccc(Cl)cc2)cc1 (stereo not drawn) | -10.4% | -5.7% | -19.5%
Cc1cc(C)c(NC(=O)c2cc3sc(Cl)cc3n2C)c(C)c1 | -9.1% | -1.0% | .
O=S(=O)(Nc1nc2ccccc2[nH]1)c1ccccc1 | -4.6% | -6.0% | 1.3%
Cc1noc(C)c1CN(C(=S)NC1CC1)c1ccccc1 | -15.1% | 0.5% | 1.7%
Cc1nc(N)ncc1Sc1ccc(Cl)cc1 | -0.1% | -3.3% | -3.5%
COc1ccc([N+](=O)[O-])cc1NC(=O)CSCc1ccc(Br)cc1 | -11.0% | -12.4% | 12.8%

Compounds listed so far containing bromine:
SMILES | FEN1 inhibitor | KAT2A inh | N370S GC
O=C(OCn1ncc(Br)c(Br)c1=O)c1ccccc1Cl | -3.7% | -3.1% | 5.7%
COc1ccc([N+](=O)[O-])cc1NC(=O)CSCc1ccc(Br)cc1 | -11.0% | -12.4% | 12.8%

(listing goes on)
SMILES | FEN1 inhibitor | KAT2A inh | N370S GC
CC(=O)NCCC(=O)Nc1cc(S(=O)(=O)N2CCCCC2)ccc1Oc1cccc(C)c1 | 9.3% | 0.5% | 7.5%
COC(=O)c1cc(NCc2cccs2)ccc1N1CCOCC1 | -14.5% | -4.2% | 0.7%
Cc1ccc(-c2nnc(CN3CCCCC3C)o2)cc1 (stereo not drawn) | 15.8% | -1.5% | 4.3%
CCN(CCNC(=O)CS(=O)(=O)Cc1nc(-c2cccc(OC)c2)oc1C)c1ccccc1 | -0.8% | -7.9% | -0.4%
C#CC(C)(C)NC(=O)CSc1nc2c(c(=O)n(C)c(=O)n2C)n1CCCC | 21.1% | -5.5% | -0.1%
COc1ccc(N(CC(=O)NCCc2ccc(OC)c(OC)c2)S(=O)(=O)c2ccc(OC)c(OC)c2)cc1 | -0.4% | 2.1% | -2.6%
CNS(=O)(=O)c1cccc(C(=O)OCC(=O)NCc2ccccc2)c1 | 4.3% | -0.7% | 4.7%
COc1ccc(NC(=O)CC2C(=O)N(c3ccccc3)C(=O)N2Cc2cccnc2)cc1 (stereo not drawn) | -1.4% | 2.3% | .

Part of the list above, in CSV form:
mol,FEN1 inhibitor,KAT2A inh,N370S GC
C#CC(C)(C)NC(=O)CSc1nc2c(c(=O)n(C)c(=O)n2C)n1CCCC,21.1%,-5.5%,-0.1%
COc1ccc(NC(=O)CC2C(=O)N(c3ccccc3)C(=O)N2Cc2cccnc2)cc1 (stereo not drawn),-1.4%,2.3%,.
Cc1ccc(-c2nnc(CN3CCCCC3C)o2)cc1 (stereo not drawn),15.8%,-1.5%,4.3%

An excerpt; rates above refer to the full screens.
